# Source: PubChem (The Scripps Research Institute Molecular Screening Center)
# PAFAH1B3 inh: PAFAH1B3 enzyme inhibitors, primary screen, biochemical, fluorescence polarization, human. inhibition, % at 3.39 µM. recombinant PAFAH1B3, FP-rhodamine probe. 340,000 tested, 0.28% active. AID 492972, 2010;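 active = inhibition above the screen-wide average of all tested compounds plus 3 SD, cut at about 25% in these data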;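 also: 0% = enzyme with DMSO only and 100% = wells lacking PAFAH1B3 protein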
# Target sequence (Q15102 whole entry, looked up): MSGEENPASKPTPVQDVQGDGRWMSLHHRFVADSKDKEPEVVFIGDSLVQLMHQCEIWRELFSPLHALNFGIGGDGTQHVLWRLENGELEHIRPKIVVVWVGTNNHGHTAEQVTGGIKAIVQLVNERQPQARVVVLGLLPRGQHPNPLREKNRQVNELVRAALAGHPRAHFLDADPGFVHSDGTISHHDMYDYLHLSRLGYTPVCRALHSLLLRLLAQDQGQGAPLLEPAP
# PAFAH1B2 inh: PAFAH1B2 enzyme inhibitors, primary screen, biochemical, fluorescence polarization, human; Platelet-activating factor acetylhydrolase IB subunit alpha2 (Homo sapiens), P68402; recombinant PAFAH1B2, FP-rhodamine activity probe; inhibition, % at 3.39 µM; 340,000 tested, 1.2% active; AID 492953, 2010;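 active = inhibition above the mean of all tested compounds plus 3 SD, cut at about 24% in these data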;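 also: 0% = enzyme with DMSO and 100% = wells lacking PAFAH1B2; many of its hits are not listed in these tables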
# Target sequence (P68402 whole entry, looked up): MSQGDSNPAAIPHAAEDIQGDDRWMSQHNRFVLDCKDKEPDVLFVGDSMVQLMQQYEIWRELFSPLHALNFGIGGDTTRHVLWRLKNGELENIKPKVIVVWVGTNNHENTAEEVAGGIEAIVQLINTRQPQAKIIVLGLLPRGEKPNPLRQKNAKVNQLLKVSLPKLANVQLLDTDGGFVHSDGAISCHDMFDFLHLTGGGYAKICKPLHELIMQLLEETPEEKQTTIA
# PAFAH2 inh: PAFAH2 enzyme inhibitors, primary screen, biochemical, fluorescence polarization, human. Platelet-activating factor acetylhydrolase 2, cytoplasmic (Homo sapiens), Q99487. recombinant PAFAH2, FP-rhodamine activity probe. inhibition, % at 3.39 µM. 340,000 tested, 0.99% active;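 active = inhibition above the mean over all tested compounds plus 3 SD, cut at about 30% in these data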;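 also: inhibitors block probe labeling of enzyme so polarization drops; 0% = enzyme with DMSO and 100% = wells lacking PAFAH2 protein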
# An asterisk follows results filed as active. Only part of the results is shown. The share of hits here may be higher or lower than overall.
SMILES,PAFAH1B3 inh,PAFAH1B2 inh,PAFAH2 inh
Fc1cccc(Cl)c1Cn1ncc2ccccc21,10,0,-1
CCc1ccc(CN(C)C(=O)c2cccc(S(=O)(=O)Nc3ccccc3OC)c2)cc1,1,14,-5
Cc1ccc(C(CC(=O)O)NC(=O)c2ccc(S(=O)(=O)N3CCCC3)cc2)cc1 (stereo not drawn),7,5,0
OC(Cc1ccnc2ccccc12)C(Cl)(Cl)Cl (stereo not drawn),-1,1,-5
CCc1ccc(-c2nc3ccc(Br)cc3c(C(=O)O)c2C)s1,5,9,2
CCCc1nn(C)c2c(=O)[nH]c(-c3cc(S(N)(=O)=O)ccc3OCC)nc12,3,0,-1
CCOC(=O)c1cnn(CCOC(=O)c2cccs2)c1NC(=O)c1cccs1,14,-1,-12
CN(C(=O)c1cccc(NC(=O)Cc2cccc(NC(=O)C3CCN(C(=O)C4CCCC4)CC3)c2)c1)C1CCC1,9,1,0
CCOc1ccc(Br)cc1CNCc1cccnc1,-5,2,2
COCCCC1CCN(C(=O)C2CCC(=O)N(C3CCCCCC3)C2)CC1 (stereo not drawn),8,-1,0
CCCCCCC(O)(c1ccccc1)C(CN1CCOCC1)c1ccccc1 (stereo not drawn),2,13,-1
Cc1ccc(NC(=O)C(C)Sc2nnc(C)n2CC2CCCO2)cc1 (stereo not drawn),1,8,5
COc1ccc(N(CC(=O)Nc2ccc3c(c2)OCCO3)S(=O)(=O)c2cccc(C)c2)cc1,5,10,15
O=C1CCC(C(=O)N2CCC(O)(c3ccccc3)CC2)CN1CCc1ccccc1 (stereo not drawn),3,5,2
Cc1cc(C)c(OCC(=O)OC(C)C(=O)NCc2ccccc2)c(C)c1 (stereo not drawn),4,4,-2
CC(C)C(=O)N1CCN(c2ccc(NC(=O)c3ccc([N+](=O)[O-])o3)cc2Cl)CC1,3,1,5
CCN(C(=O)COC(=O)c1ccc(=O)n(Cc2ccccc2)n1)C1CCS(=O)(=O)C1 (stereo not drawn),0,2,0
O=C(CNC(=O)c1ccco1)Nc1ccc(F)c(Cl)c1,7,7,-34
CCC(C)NC(=O)C1(N2C(=O)c3ccccc3C2=O)CCCC1 (stereo not drawn),7,0,0
CCN(CC)CCn1c2ccccc2c(=O)c2c(O)ccc(O)c21,7,7,21
CCN1CCN(CCNC(=O)c2ccc(/C=C3/Sc4ccccc4N(Cc4ccccc4C)C3=O)cc2)CC1,6,-2,-8
COc1cc(C2CC(=O)NC3=C2C(=O)CC(C)(C)C3)ccc1O (stereo not drawn),7,7,-6
Cc1ccc(NC(=O)CN(C)C(=O)C2CCC2)cc1,5,5,2
CC1(C)Cc2c(c(N3CCOCC3)nc3sc4c(NCCN)ncnc4c23)CO1,5,2,4
CC(C)C(=NO)c1ccccc1,4,12,6
COc1cc(-n2nnnc2SCC(=O)N2CCN(c3ccc(F)cc3)CC2)c(OC)cc1Cl,4,8,0
COCCN(C(=O)COC(=O)CCc1ccccc1)c1c(N)n(Cc2ccccc2)c(=O)[nH]c1=O,2,-1,5
CCOC(=O)c1c(C)[nH]c(NC(=O)Nc2ccc(NC(C)=O)cc2)c1C,2,6,1
CCCC(O)(c1ccccc1)C(c1ccccc1)c1ccccn1 (stereo not drawn),6,1,-7
CC(C)CCC1(CCO)C(=O)N=C(N)NC1=O (stereo not drawn),8,1,21

# Additional entries
SMILES,PAFAH1B3 inh,PAFAH1B2 inh,PAFAH2 inh
Cc1ccc(NC(=O)c2cc(-c3cc(Cl)ccc3O)n[nH]2)cc1C,-2,5,-11
Cc1ccccc1NC(=O)Cc1nc(COC(=O)CC(C)c2ccccc2)cs1 (stereo not drawn),-1,4,0
O=C(NCCc1ccccn1)c1ccc(OC2CCN(CCc3ccccc3)CC2)cc1,-3,-7,-2
CC(C)(C)OC(=O)N1CCCC(C(=O)Nc2ccc(C(=O)NCc3ccccc3)cc2)C1 (stereo not drawn),10,-1,-1
CCc1nnc(NC(=O)c2nc(Cl)ccc2Cl)s1,10,9,0
COc1cc(/C=C2/C(=O)N(c3ccc(C(=O)O)cc3)N=C2C)cc(OC)c1O,-10,0,-16
O=C1CCC(c2ccccc2)N1c1ccccc1 (stereo not drawn),5,8,-3
O=C(c1cc(-c2cccnc2)nc2ccccc12)N1CCN(S(=O)(=O)c2ccc(Cl)s2)CC1,2,15,-2
Cc1ccc(C)n1-c1sccc1C(=O)O,9,2,46*
S=C(Nc1cccc(Cl)c1)Nc1ccc2c(c1)OCCO2,6,5,0
COc1ccc(C(=O)c2sc3nc(C)cc(-c4cccs4)c3c2N)cc1,-1,4,0
CCC1CCCCN1C(=S)NC(=O)c1cccs1 (stereo not drawn),8,3,-2
COc1cccc(C=NNc2nc3ccccc3s2)c1OC,5,1,-3
Nc1c(N(Cc2ccccc2)C(=O)COc2ccc([N+](=O)[O-])cc2)c(=O)[nH]c(=O)n1Cc1ccccc1,4,1,0
COc1cccc(-c2noc(CCC(=O)NC3CCCC3)n2)c1,5,4,-2
CCOc1ccc(S(=O)(=O)Nc2cc(SCC(=O)O)c(O)c3ccccc23)cc1,23,16,21
CNC(=O)COc1ncnc2sccc12,-10,0,-5
O=C(COc1ccc(F)cc1Br)Nc1ccccc1N1CCOCC1,10,-3,3
O=C(/C=C/c1cn(-c2ccccc2)nc1-c1cccnc1)N1CCCC1,6,4,4
CC1CCN(c2nnc(N)s2)CC1,13,4,3
O=C(Nn1c(COc2ccccc2)nc2ccccc2c1=O)C(Cl)(Cl)Cl,4,9,-5
Cc1ccc(C(=O)OCC(=O)c2ccc(Br)cc2)cc1S(=O)(=O)N1CCOCC1,7,17,34*
CC(c1ccccc1)C(OC(=O)c1cccc([N+](=O)[O-])c1C(=O)O)c1ccccc1 (stereo not drawn),-2,23,4
O=C(NC1CC2CCCC(C1)N2Cc1ccccc1)c1ccc([N+](=O)[O-])cc1 (stereo not drawn),10,4,6
CC(C)NC(=O)c1ccc2c(c1)N(Cc1ccccc1)C(=O)C(C)(C)O2,3,1,2
CCCN(Cc1ccccc1)C(=S)Nc1ccc(SC(F)F)cc1,8,1,-1
CC(=O)Nc1cccc(OCCCOc2cccc([N+](=O)[O-])c2)c1,9,6,2
Cc1ccc(NC(=S)N=Nc2c(O)n(C)c3ccc(S(=O)(=O)N4CCOCC4)cc23)cc1,13,0,2
CC1C(=O)NN=C1C(=O)N/N=C\C(Br)=C\c1ccccc1 (stereo not drawn),8,3,-1
CCOC(=O)c1ccc2[nH]c(C)c(CN3CCN(C)CC3)c(=O)c2c1,3,2,0

# Four records picked at random from the list so far, as already listed:
SMILES,PAFAH1B3 inh,PAFAH1B2 inh,PAFAH2 inh
CC1CCN(c2nnc(N)s2)CC1,13,4,3
CCC1CCCCN1C(=S)NC(=O)c1cccs1 (stereo not drawn),8,3,-2
CC(C)NC(=O)c1ccc2c(c1)N(Cc1ccccc1)C(=O)C(C)(C)O2,3,1,2
O=C(/C=C/c1cn(-c2ccccc2)nc1-c1cccnc1)N1CCCC1,6,4,4

# New compounds follow.
SMILES,PAFAH1B3 inh,PAFAH1B2 inh,PAFAH2 inh
CCc1ccc(CN(C)C(C)C(=O)Nc2ccc(S(=O)(=O)N3CCCC3)cc2)cc1 (stereo not drawn),1,5,4
O=C(O)c1cc(-c2ccc(Br)s2)nc2ccccc12,0,4,-3
CC(C)N(Cc1cnn(C)c1)C(=O)C1CCC(=O)N(CCc2cccc(F)c2)C1 (stereo not drawn),-12,-7,5
CN(C(=O)c1cccc(NC(=O)Cc2cccc(NC(=O)C3CCN(C(=O)C4CC4)CC3)c2)c1)C1CCC1,0,6,-7
NC(=O)c1nsc(C(=O)N(Cc2ccccc2Cl)C(C(=O)NCC2CCCO2)c2ccc(O)cc2)c1N (stereo not drawn),4,5,1
COc1ccccc1CC(=O)NNC(=O)c1ccc(C(C)(C)C)cc1,-3,3,1
O=C(NNc1ccccc1)C(=O)NNc1ccccc1,0,1,1
COc1ccc(NC(=O)NCc2ccc(Cl)cc2)cc1,5,5,2
COC1=C(Br)C(=O)c2ncccc2C1=O,58*,17,48*
Cc1cccc(-c2ccc3c(c2)C2CC3CCN2Cc2ccc3c(c2)OCO3)c1 (stereo not drawn),7,4,-2
CCCCCn1cnnc1SCC(=O)c1c(N)n(C2CC2)c(=O)[nH]c1=O,0,2,3
Cc1ccccc1NC(=O)COC(=O)COc1ccc2c(c1)CCC2,5,7,9
Cc1ccc(NCC2(N=Cc3ccccc3)OC(CO)C(O)C2O)cc1 (stereo not drawn),4,9,-3
CCN(CC(=O)Nc1ccc(NC(C)=O)cc1)C(=O)CCN1C(=O)C2CC=CCC2C1=O (stereo not drawn),7,1,8
CCCCCC(=O)N1CCCC1,9,5,0
O=C(CNC(=O)c1ccc(Br)o1)NCc1ccc(Cl)cc1Cl,0,-4,-1
CCOC(=O)/C=C(\C)Sc1cc(O)c2ccccc2c1O,36*,19,31*
O=C(NCc1ccco1)c1ccc(Cl)cc1[N+](=O)[O-],2,6,2
COc1ccc(CNC(=O)c2ccc(S(=O)(=O)N3CCOCC3)cc2)cc1,4,-2,4
CN(c1ccccc1C(=O)Nc1cccc([N+](=O)[O-])c1)S(=O)(=O)c1ccccc1,4,2,-9
Cc1c(OCC(=O)N[C@@H](CSCc2ccccc2)C(=O)O)ccc2c3c(c(=O)oc12)CCC3,2,24*,13
NC(=S)NN=CCn1cc([N+](=O)[O-])c(=O)[nH]c1=O,12,6,-1
Cc1ccc(C)c(N2N=C(C(=O)OCC(=O)N(C)c3ccccc3)CCC2=O)c1,5,2,4
CCc1nc(SCC(=O)Nc2ccc(N(CC)CC)cc2)n[nH]1,-6,1,8
S=C(NCc1ccccc1)N1CCn2cccc2C1c1cccnc1 (stereo not drawn),1,-1,6
CCOC(=O)N/N=C\c1cccc(OC)c1OC/C=C/c1ccccc1,8,2,-5
CC(=NN1CC(=O)NC1=O)c1ccc([N+](=O)[O-])o1,-1,4,-6
CCN1C[C@@H]2[C@@H]3C(=O)N(Cc4ccccc4)C(=O)[C@@H]3[C@](CC)(C(=O)OC)N2C1=NCc1ccccc1,7,5,-2
C=C(C)CSc1nc2sc3c(c2c(=O)n1-c1ccc(C)cc1)CCN(C)C3,2,-3,6
C(=NN1CCCCCC1)c1ccc2ccccc2n1,6,3,1

# The list continues.
# The line under a structure holds: PAFAH1B3 inh, PAFAH1B2 inh, PAFAH2 inh
COc1ccc(C(=O)N[C@H](C(=O)OCn2nnc3ccccc3c2=O)C(C)C)cc1
  6, 2, 1
CN(C)c1ccc2cc(S(=O)(=O)O)cc(O)c2c1
  52*, 38*, 38*
CN(C)Cc1c[nH]c2nc[nH]c(=O)c12
  1, 4, 4
NC(=O)c1ccccc1OCC(=O)N1CCCC1c1ccc2c(c1)OCCCO2 (stereo not drawn)
  6, -2, 5
Cc1cccc(NS(=O)(=O)c2ccc(C)c(C(=O)NCC(c3cccs3)N(C)C)c2)c1 (stereo not drawn)
  0, -3, 2
O=C(NNc1ccccc1)NC(Cc1ccccc1)C(=O)O (stereo not drawn)
  7, 11, 13
O=C(CC(O)(CC(=O)OCc1ccccc1)C(=O)OCc1ccccc1)OCc1ccccc1
  9, 2, 0
CSCCC(NC(=O)COc1ccccc1)C(=O)OCc1ccc(Cl)cc1 (stereo not drawn)
  5, 23, -7
Cn1ncc(Br)c1C(=O)NC1CCCCCCC1
  7, 5, 4
CC(OC(=O)Cc1ccc(Cl)cc1)C(=O)NC1CCCCC1C (stereo not drawn)
  4, 6, 3
CCN(C(=O)COC(=O)COc1ccc2c(c1)CCC2)c1c(N)n(Cc2ccccc2)c(=O)[nH]c1=O
  0, -1, -1
CCOC(=O)CSc1nnc2n(Cc3ccccc3)c(=O)c3c4c(sc3n12)CCC4
  9, -1, -1
c1ccc2c(c1)CCN(C1=Nc3cccc4cccc1c34)C2
  -2, 13, 9
O=[N+]([O-])c1ccc(O)c(C2CCCCC2)c1
  5, 19, 7
CN=C1NC(C)(C)C2CCC(C)(CC2)S1
  5, 2, -4
CN(C(=O)c1ccc(NC(=O)Cc2cccc(NC(=O)C3CCCN(C(=O)C4CCC4)C3)c2)cc1)C1CC1 (stereo not drawn)
  5, 0, 1
CCn1c(C(=O)N2CCC(C(=O)NCc3ccc4c(c3)OCO4)CC2)cc2sccc21
  9, 3, -6
Cc1ccc(Nc2nnc(SCC(O)=C(C#N)c3nc4ccccc4[nH]3)s2)c(C)c1
  10, 23, 15
CN1CCN(C(=S)NC(=O)c2ccc(Cl)cc2)CC1
  -4, -5, 12
CC(C(=O)O)n1cc(C#N)c(=O)[nH]c1=O (stereo not drawn)
  9, 4, -5
CNC(=O)c1c(O)c2cccc3c2n(c1=O)CCC3
  8, 3, -1

# Three compounds from above, arranged by count of non-hydrogen atoms, descending:
# The line under a structure holds: PAFAH1B3 inh, PAFAH1B2 inh, PAFAH2 inh
COCCCC1CCN(C(=O)C2CCC(=O)N(C3CCCCCC3)C2)CC1 (stereo not drawn)
  8, -1, 0
CCOC(=O)c1ccc2[nH]c(C)c(CN3CCN(C)CC3)c(=O)c2c1
  3, 2, 0
O=C(NNc1ccccc1)C(=O)NNc1ccccc1
  0, 1, 1
